Bioassay records from PubChem.
SRC3 TRFRET art = TR-FRET detection interference compounds, artefact control for PPARgamma SRC-3 recruitment agonists, biochemical, TR-FRET ratio | 99,000 compounds, 0.39% hits | TR-FRET artefact counter-screen, PPARgamma/SRC-3 format; hits give high values | TR-FRET ratio at 8 µM; in the data active = TR-FRET ratio above about 2000; also: inactives centre near 1600
SRC1 TRFRET art = TR-FRET detection interference compounds, primary screen, artefact control for PPARgamma SRC-1 recruitment agonists, biochemical, TR-FRET emission ratio; TR-FRET detection artefact counter-screen; hits give high values; TR-FRET ratio at 8 µM; 99,000 compounds, 0.34% hits; AID 1051, 2008; in the data active = TR-FRET ratio above about 2300; also: inactives centre near 1800
* marks the source's active call; other numbers are inactive results.

SMILES	SRC3 TRFRET art	SRC1 TRFRET art
CCCn1c(SC/C(O)=C(\C#N)c2nc3ccccc3[nH]2)n[nH]c1=O	1535	1791
NC(N)=N/N=C/c1cccc([N+](=O)[O-])c1O	1664	1919
O=C(CN1CCN(c2ccccn2)CC1)N1CC(O)CO1 (stereo not drawn)	1625	1849
COc1ccc([N+](=O)[O-])cc1NC(=O)Nc1ccccc1	1901	1897
CC(C)Oc1cccc(C(=O)C2CCCN(C(=O)CCn3cnnn3)C2)c1 (stereo not drawn)	1700	1677
N#Cc1c(-c2ccc(F)cc2)cc(C2CC2)nc1SCC(=O)c1cccs1	1674	1768
O=C(CN1C(=O)C2CCCCC2C1=O)Nc1nccs1 (stereo not drawn)	1520	1979
O=C(NNS(=O)(=O)c1ccc(F)cc1)c1ccc(S(=O)(=O)N2CCCCC2)cc1	1561	1896
Cn1c(=O)[nH]c(=O)c2c1nc(N(CCO)Cc1ccccc1)n2Cc1ccccc1Cl	1416	1654
CCCC[C@@H]1CNC(=S)N1CCc1cccc2ccccc12	1418	1843
O=C(COC(=O)/C=C/c1cccc(F)c1)NNC(=O)c1ccccc1	1406	1710
CCOc1cc(/C=C/c2nc3cc(C)c(C)cc3s2)ccc1OCC(=O)N1CCOCC1	1612	2057
O=C(/C=C\c1ccc2c(c1)OCO2)NC1(C(=O)Nc2ccc3c(c2)OCO3)CCCCC1	1558	1974
C/C(Cn1nnc([N+](=O)[O-])n1)=N\NC(=O)c1ccc(C)cc1	1521	1473
CC1CCN(Cc2nnnn2-c2cccc([N+](=O)[O-])c2)CC1	1692	2097
COc1ccccc1N1CCN(C2CCN(C(=O)c3ccc(F)cc3)CC2)CC1	1631	1939
COc1cccc(/C=C2\C(=O)N(c3cccc(C)c3)C(=O)c3ccccc32)c1	1550	1731
COC(=O)Cc1cc(=O)[nH]c(/N=C(\N)Nc2ccc(C(C)C)cc2)n1	1475	1748
O=c1c(Cl)c(NCC2CCCO2)cnn1C12CC3CC(CC(C3)C1)C2 (stereo not drawn)	1695	1907
Cn1c(Cn2c(=O)sc3ccccc32)nnc1SCc1cccc(F)c1	1511	1658
O=C1C(C=NCCN2CCOCC2)=C(O)c2ccccc21	1614	1800
C/C(Cn1nnc([N+](=O)[O-])n1)=N\NC(=O)c1ccc(O)cc1O	1575	1666
Cc1nc2ncccn2c1-c1csc(Nc2ccc(O)cc2)n1	1780	1769
NS(=O)(=O)c1ccc(NC(=O)COC(=O)CCC2CCCCC2)cc1	1615	1912
N#Cc1cnc(NOCc2ccc(Cl)cc2)nc1	1612	1947

The final 7 records of the section above come first, to join the parts:
SMILES	SRC3 TRFRET art	SRC1 TRFRET art
O=c1c(Cl)c(NCC2CCCO2)cnn1C12CC3CC(CC(C3)C1)C2 (stereo not drawn)	1695	1907
Cn1c(Cn2c(=O)sc3ccccc32)nnc1SCc1cccc(F)c1	1511	1658
O=C1C(C=NCCN2CCOCC2)=C(O)c2ccccc21	1614	1800
C/C(Cn1nnc([N+](=O)[O-])n1)=N\NC(=O)c1ccc(O)cc1O	1575	1666
Cc1nc2ncccn2c1-c1csc(Nc2ccc(O)cc2)n1	1780	1769
NS(=O)(=O)c1ccc(NC(=O)COC(=O)CCC2CCCCC2)cc1	1615	1912
N#Cc1cnc(NOCc2ccc(Cl)cc2)nc1	1612	1947
C/C=C/C=N/Nc1nc(C)cc(=O)[nH]1	1345	1742
CCOC(=O)c1c(-c2ccc(OC)cc2)csc1NC(=O)CSc1nnc(C)c(=O)[nH]1	1421	1604
COc1ccc(OC)c(N2CC(O)(c3ccccc3)[N+]3=C2SCCC3)c1 (stereo not drawn)	1530	1502
CCNc1nc(NCC)n2c(SCC(=O)Nc3ccc(F)cc3[N+](=O)[O-])nnc2n1	1462	1779
Cc1ccc(C)n1-c1ccccc1N1CCCCC1	1551	1680
Cc1csc2ncc(C(=O)Nc3ccc(C(F)(F)F)cc3)c(=O)n12	1557	1780
Cc1cc(NC(=O)CSc2nncn2N)no1	1669	1981
O=C(COc1cccc(C(F)(F)F)c1)N1CCN(c2ccc(O)cc2)CC1	1682	1781
COc1ccc2c(c1)CCCC21SC(NC(C)=O)=NN1C(C)=O (stereo not drawn)	1206	1475
Cc1ccc(N(C(C)C(=O)N2CCOCC2)S(C)(=O)=O)cc1C (stereo not drawn)	1439	1600
Cc1ccc(C(=O)NCC(=O)OCC(=O)c2cc(C)n(Cc3ccco3)c2C)cc1	1620	1829
CCOC(=O)C1=C(C)N(c2ccccc2)C(=O)NC1c1cccc([N+](=O)[O-])c1 (stereo not drawn)	1591	1931
Cc1ccccc1NS(=O)(=O)c1ccc(OCC(=O)NCc2cccnc2)cc1	1622	1871
Cc1cc(C)n(C(=O)c2ccc([N+](=O)[O-])cc2[N+](=O)[O-])n1	1337	1786
CCOC(=O)c1c(NC(=O)CN2C(=O)NC(C)(c3ccc(OC(F)F)cc3)C2=O)sc(C)c1C (stereo not drawn)	1390	1821
COc1cccc(C(O)Cc2nc3ccccc3n2C)c1OC (stereo not drawn)	1392	1517
CCC(C(=O)Nc1cc(Cl)c(OC)cc1OC)c1ccccc1 (stereo not drawn)	1575	1972
O=C(COc1cc(F)ccc1[N+](=O)[O-])Nc1ccc(N2CCOCC2)cc1	1487	1923
Cc1ccc(CNC(=O)CO/N=C/c2ccc(C(C)(C)C)cc2)cc1	1506	1760
Cc1c(NC(=O)CSc2nc3c(cnn3-c3ccccc3)c(=O)[nH]2)c(=O)n(-c2ccccc2)n1C	1612	1891
O=C(OCC#CCSc1nnc(-c2ccc(Br)cc2)o1)c1cccs1	1674	1884
CC1CCc2c(sc(NC(=O)COC(=O)C3CCCO3)c2C#N)C1 (stereo not drawn)	1465	1705
O=C(O)c1ccc(/C=N/NC(=S)NCc2ccccc2)cc1	1529	1802
CCOc1ccc(C2/C(=C(\O)c3cccc(OC)c3)C(=O)C(=O)N2c2cc(C)on2)cc1OC (stereo not drawn)	1527	1668
Cc1c(Br)c([N+](=O)[O-])nn1CC(=O)N1CCCc2ccccc21	1318	1587
Going on with the list.
SMILES	SRC3 TRFRET art	SRC1 TRFRET art
Cc1ccc(/C=C/C(=O)N2CCN(S(=O)(=O)c3c(C)c(C)cc(C)c3C)CC2)o1	1731	1782
COc1ccc(Cn2c(-c3ccc(C)cc3)c[n+]3ccccc23)cc1	1700	2019
O=C(CNc1ccccc1)c1ccc([N+](=O)[O-])cc1	1640	1550
CCC(NC(=O)c1ccccc1NC(=O)c1ccco1)C(=O)NNC(=O)c1ccc(OC)cc1 (stereo not drawn)	1534	1725
Cc1ccc(OCCSc2nc3ncnc(N)c3[nH]2)cc1	1387	1830
O=C(Nc1nc(-c2ccncc2)cs1)c1ccc(F)cc1	1614	1732
CCNC(=O)NC(=O)CSc1ccc2ccccc2c1	1516	1672
COc1ccc(NC(=O)/C(C#N)=C/c2c(C)nn(-c3ccc(F)cc3)c2Cl)cc1Cl	1399	1604
O=C(NNC(=O)c1ccncc1)Nc1ccc([N+](=O)[O-])cc1	1535	1553
COc1ccc(Nc2oc(-c3ccco3)nc2S(=O)(=O)c2ccc(F)cc2)cc1	1595	1718
O=C(c1snnc1-c1ccccc1)N1CCOCC1	1785	1709
O=C(Nc1ccc(S(=O)(=O)N2CCCC2)cc1)c1ccc(OCC2CCCO2)cc1 (stereo not drawn)	1379	1768
COCc1c(C#N)c(NCCc2ccc(F)cc2)nc(C)c1[N+](=O)[O-]	1490	1881
C/C(=N\Nc1cc(N2CCOCC2)nc(C)n1)c1cccc([N+](=O)[O-])c1	1750	1644
O=C(Nc1ccccc1[N+](=O)[O-])c1cncc(Br)c1	1678	1978
O=C(c1cc(Cl)ccc1[N+](=O)[O-])N1CCc2ccccc2C1	1813	1740
CCOC(=O)c1ccc(S(=O)(=O)N2CCN(CCC#N)CC2)cc1	1674	2032
CCCC(C)NC(=O)COc1ccc(Sc2ccc(OCC(=O)NC(C)CCC)cc2)cc1 (stereo not drawn)	1544	1733
Cc1ccc(N2CN=C3SCC(=O)N3C2)cc1C	1511	1745
CCOC(=O)CC1COCCN1Cc1cn[nH]c1-c1ccc2c(c1)OCO2 (stereo not drawn)	1624	1668
CCOC(=O)c1sc(NC(=S)NC(=O)c2ccco2)nc1C	1710	1891
COCCCNCCOCCSc1ccc(Cl)cc1	1615	2007
CC(C)(C)NC(=O)C(c1cccnc1)N(C(=O)c1csnn1)c1ccccc1 (stereo not drawn)	1469	1999
O=C(CN1CCN(S(=O)(=O)c2ccc(Br)cc2)CC1)N/N=C/c1ccco1	1633	1784
Cc1ccc(C(=O)Nc2nnc(NC(=S)Nc3ccccc3)s2)cc1	1558	1828
Next part.
SMILES	SRC3 TRFRET art	SRC1 TRFRET art
O=C1CC(c2ccccc2)Sc2nc3ccccc3n21 (stereo not drawn)	1585	1651
COc1ccc(-c2[nH]ncc2/C=N\NC(=O)c2ccc(C(C)(C)C)cc2)cc1OC	1600	1924
Cn1ncc(Cl)c1C(=O)NC1C2CC3CC(C2)CC1C3 (stereo not drawn)	1567	1842
COc1ccccc1-c1c(C(F)(F)F)oc2cc(OC(=O)c3ccc([N+](=O)[O-])cc3)ccc2c1=O	1597	1697
CC(=O)Nc1ccc(NC(=O)c2oc3cc(C)c(C)cc3c2C)cc1	1594	1648
Cc1nc2ccccc2c(=O)n1NC(=O)COc1ccccc1	1446	1521
O=C(N/N=C/c1c(O)n(-c2ccccc2Cl)c(=O)c2ccccc12)c1cccnc1	1459	1986
O=S(=O)(NCc1ccccc1Cl)c1cccs1	1495	1848
COc1cc(OC)c2c(O)c3c(c(-c4c5c(c(O)c6c(OC)cc(OC)cc46)CO[C@@H](C)[C@H]5O)c2c1)[C@H](O)[C@H](C)OC3	1672	1987
CCNC(=O)N1CCCC(C(=O)c2ccc3cc(OC)ccc3c2)C1 (stereo not drawn)	1522	1711
CCN(CC)C(=S)Nc1ccc(OC)cc1	1541	1805
C1CCCN(c2nc3nonc3nc2N2CCCCCC2)CC1	1482	1579
CC(=O)NCCn1c(SCC(=O)Nc2ccc(C)cc2)nc2ccccc2c1=O	1409	1884
Cc1ccc(C)c(NC(=O)CN(C)C(=O)[C@@H](NC(=O)c2ccc(C(C)(C)C)cc2)C(C)C)c1	1448	1722
Cc1ccc(NC(=O)NC(=O)CSc2nnc(-c3ccc(Cl)cc3Cl)n2N)c(C)c1	1451	1576
CCOC(=O)c1c(C)c[nH]c1C	1630	1816
COC(=O)CN(c1c(C)cccc1C)S(C)(=O)=O	1681	1479
Cc1cc(F)ccc1S(=O)(=O)N1CCCOC1CNC(=O)C(=O)NCc1ccco1 (stereo not drawn)	1486	2003
O=C(CSc1nc(-c2ccccc2)c(-c2ccccc2)[nH]1)Nc1ccc2c(c1)OCO2	1566	1825
O=C(Nc1ccc(Oc2ccc(C(=O)O)c(C(=O)O)c2)cc1)c1cccs1	1303	1544
Cc1ccc(NC(=O)CCNS(=O)(=O)c2cc(Br)cnc2N)c(Cl)c1	1481	1759
Cc1cc(C)c2nc(NC(=O)c3ccc(OCC4CCCO4)cc3)sc2c1 (stereo not drawn)	1496	2002
Cc1ccc(OCC(=O)Nc2sc3c(c2C#N)CC(C)(C)NC3(C)C)cc1	1518	1576
CCc1ccc(N2C(=O)CN(Cc3sccc3C)C2=S)cc1	1541	1995
O=C(NCc1cccc(Cl)c1)c1ccc(S(=O)(=O)Nc2cccc(C(F)(F)F)c2)cc1	1566	1639

The final two compounds of the part before are carried over, then new ones follow.
SMILES	SRC3 TRFRET art	SRC1 TRFRET art
CCc1ccc(N2C(=O)CN(Cc3sccc3C)C2=S)cc1	1541	1995
O=C(NCc1cccc(Cl)c1)c1ccc(S(=O)(=O)Nc2cccc(C(F)(F)F)c2)cc1	1566	1639
CC(C)(C)C1CCC(OC(=O)C[N+]2(C)CCCC2)CC1 (stereo not drawn)	1391	1583
Cc1ccc(CNC(=O)C2CCCN(S(=O)(=O)c3c(C)[nH]c(=O)[nH]c3=O)C2)cc1 (stereo not drawn)	1857	1824
CCOC(=O)C1=C(c2ccccc2)NC(=O)NC1c1ccc(OC)cc1 (stereo not drawn)	1485	1583
Cc1ccc2nc(-c3cccnc3)c(NC3CCCCC3)n2c1	1523	1639
O=S(=O)(Nc1cccc(C(F)(F)F)c1)c1cnc[nH]1	1615	1838
CCOc1ncccc1C(=O)OC(C)C(=O)Nc1ccc(CC)cc1 (stereo not drawn)	1489	1529
N/C(=N\OC(=O)c1cccnc1)c1ccc(Cl)cc1Cl	1744	1772
CCC1=NNC(=O)C(CC(=O)Nc2ccccc2)c2cc(OC)c(OC)cc21 (stereo not drawn)	1391	1353
O=C(Nc1ccc(S(=O)(=O)Nc2ncccn2)cc1)c1cnc(Cl)c(Cl)c1	1601	1958
O=C(NCCCn1ncc2ccccc21)c1cc(COc2c(F)cccc2F)on1	1564	1719
O=C(CSc1n[nH]c(=O)[nH]c1=O)N/N=C/C=C\c1ccccc1	1733	1698
Cc1cc(NC(=O)/C=C/C(=O)N(CC(=O)NC2CCCC2)c2ccc(F)cc2)no1	1609	1929
CCc1nnc(NC(=S)Nc2ccccc2)s1	1574	1815
O=C(NCc1ccc(Cl)cc1)C1CCCO1 (stereo not drawn)	1744	1767
CCOC(=O)/C(=C/c1ccc(N2CCC(c3ccccc3)=N2)cc1)C(C)=O	1575	1830
Cc1cc2ccccc2n1CCNC(=O)C(C)C	1731	1800

A draw from above in order of molar mass, falling.
SMILES	SRC3 TRFRET art	SRC1 TRFRET art
O=C(Nc1ccc(S(=O)(=O)Nc2ncccn2)cc1)c1cnc(Cl)c(Cl)c1	1601	1958
Cc1ccc(CNC(=O)C2CCCN(S(=O)(=O)c3c(C)[nH]c(=O)[nH]c3=O)C2)cc1 (stereo not drawn)	1857	1824
CCOC(=O)/C(=C/c1ccc(N2CCC(c3ccccc3)=N2)cc1)C(C)=O	1575	1830
CCOC(=O)C1=C(c2ccccc2)NC(=O)NC1c1ccc(OC)cc1 (stereo not drawn)	1485	1583
Cc1ccc2nc(-c3cccnc3)c(NC3CCCCC3)n2c1	1523	1639
Cc1cc2ccccc2n1CCNC(=O)C(C)C	1731	1800

An excerpt; the hit share may differ from the screen's.
